Screening results deposited in PubChem by several laboratories.
AID2073: disruptors of CaV2.2 binding to Mint1 – biochemical, HTRF (AID 2073); inhibition, % at 20 µM; hits with a dose series show IC50 in µM; 290,000 tested, 0.19% active; HTRF protein-protein interaction, Mint1-CaV2.2; higher % means a stronger effect; in the data active = inhibition mostly above about 51%, no sharp cut-off; inconclusive = no clear call, values can overlap the other calls; inactive = mostly below about 53%; note: some results filed as inactive read as strong as hits
NOD1 NF-kB reporter: NOD1 signaling inhibitors, primary screen, cell-based, luminescence, uHTS (AID 1578); NOD1-driven NF-kB luciferase reporter cells, luminescence; higher % means a stronger effect; inhibition, % at 4 µM, or EC50 in µM where a hit was titrated; 290,000 tested, 1% active; in the data active = inhibition mostly above about 36%, no sharp cut-off; inactive = mostly below about 34%;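 note: HEK-293T reporter cells stimulated with the NOD1 agonist gamma-tri-DAP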
HIV peptide binding: cell-free HIV fusion peptide-binding blockers – biochemical, uHTS, fluorescence dequenching, primary screen (AID 1986); cell-free peptide binding, fluorescence dequenching, 30 min; higher % means a stronger effect; 290,000 tested, 0.3% active; inhibition, % at 20 µM, or IC50 in µM where a hit was titrated; in the data active = inhibition mostly above about 52%, no sharp cut-off; inactive = mostly below about 76%; note: some results filed as inactive read as strong as hits
West Nile antiviral: West Nile virus antiviral activity, cell-based, CPE readout (AID 1621). 290,000 tested, 0.02% active. West Nile virus-infected cells, CPE inhibition; higher % means a stronger effect. CPE inhibition, % at 10 µM, or IC50 in µM where a hit was titrated; in the data active = a potency from the dose series; inconclusive = CPE inhibition mostly from about 3.7% at the one dose, without a potency; inactive = the rest, 99 in 100 with CPE inhibition below about 2.2%; note: strong numbers were not always called active
Yfh1-depleted yeast: mitochondrial function rescue without frataxin homolog – Friedreich's ataxia, plus single-dose screen, dose response (AID 1465); S. cerevisiae Yfh1-off respiration, WST-1 reduction, 72 h; higher fold induction means a stronger effect; 220,000 tested, 0.074% active; fold induction at 50 µM, or EC50 in µM where a hit was titrated;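 active = fold induction of absorbance versus untreated yeast above a set limit, then at least 30% activation at any dose in follow-up; inconclusive = repeats straddling the limit, or above it without dose testing; inactive = fold induction below the set limit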;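 note: activators that raise dye reduction in frataxin-depleted yeast; strong numbers were not always called active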
NOD2 inhibition: NOD2 signaling inhibitors, cell-based, luminescence, uHTS, HEK293 (AID 1566). HEK293 NOD2/NF-kB luciferase reporter, luminescence; higher % means a stronger effect. inhibition, % at 4 µM; hits with a dose series show EC50 in µM. 290,000 tested, 0.63% active; note: many of its hits are not listed in these tables
KOR beta-arrestin-1: KOR antagonists, beta-arrestin recruitment, cell-based, luminescence, uHTS (AID 1778) | KOR beta-arrestin recruitment, luminescence, antagonist mode; higher % means a stronger effect | inhibition, % at 10 µM; hits with a dose series show IC50 in µM | 290,000 tested, 0.091% active; note: strong numbers were not always called active
Dengue-2 NS5 capping: Dengue-2 NS5 methyltransferase inhibitors, primary screen, biochemical, confirmation dose response (AID 588689); 340,000 tested, 0.3% active; Dengue-2 NS5 methyltransferase capping enzyme assay, biochemical; higher % means a stronger effect; inhibition, % at 25 µM, or IC50 in µM where a hit was titrated; in the data active = a potency from the dose series; inconclusive = inhibition above about 29% without an active follow-up result
KOR beta-arrestin-2: kappa opioid receptor activators – cell-based, luminescence, uHTS, primary screen (AID 1777) | KOR beta-arrestin recruitment, luminescence; higher % means a stronger effect | activation, % at 10 µM; hits with a dose series show EC50 in µM | 280,000 tested, 0.02% active; in the data active = activation above about 50%, passing the limit was not always enough; note: a part of the inactive calls stands beside numbers as strong as those of hits
Dengue-2 NS5 capping pilot replicate: also measured in Dengue-2 NS5 capping; calls as there; inhibition, %; measured here: pilot screen replicate inhibition
An asterisk follows results filed as active; i = inactive; ? = inconclusive; nt = not tested or not shown; [ ] = another dose, or the depositor's remark. Cut-off read from the data, not from the text of the source, unless noted: active = inhibition above about 50%; inactive = the rest.

SMILES	AID2073	NOD1 NF-kB reporter	HIV peptide binding	West Nile antiviral	Yfh1-depleted yeast	NOD2 inhibition	KOR beta-arrestin-1	Dengue-2 NS5 capping	KOR beta-arrestin-2	others
O=C(C[n+]1ccc(C(=O)NCc2ccccc2)cc1)c1ccc(Cl)cc1	-2.3%	-22.8%	1.3%	0.8%	nt	5.3%	-11.7%	-2.6%	4.2%
O=C(NNC(=O)c1cc2cc3ccccc3nc2s1)c1ccc(F)cc1	29.7%	10.8%	-1.4%	nt	nt	-20.6%	-26.9%	2.7%	6.6%
Cc1c(CCC(=O)O)c(=O)oc2c(C)c3occ(-c4ccc(Br)cc4)c3cc12	45.0%	27.8%	21.3µM*	0.5%	nt	41.0%	9.4%	33.3µM*	-2.2%
Cc1cc(C)n2nc(C(=O)N3CCN(Cc4ccc5c(c4)OCO5)CC3)nc2n1	0.1%	-35.7%	-2.8%	-0.2%	i	-4.8%	-1.4%	-10.1%	-4.6%
Cc1cc(C(F)(F)F)nc(SCc2ccc(C(=O)O)o2)n1	11.6%	22.3%	6.4%	-0.1%	i	14.7%	10.2%	4.8%	4.5%
COc1ccc(C2CCCN2C(=S)Nc2cccc(Cl)c2)cc1OC (configuration not stated)	-4.0%	0.5%	-1.4%	-0.8%	i	2.4%	-16.8%	-3.8%	-2.9%
Cc1ccn2cc(-c3ccc(NC(=O)c4ccco4)cc3)nc2c1	12.8%	-81.8%	1.5%	0.4%	i	-79.9%	-16.8%	1.9%	3.1%
O=C(N/N=C/c1ccccn1)c1cc(-c2ccncc2)nc2ccccc12	7.3%	-21.9%	6.1%	-0.5%	i	-10.0%	-16.4%	4.4%	-2.2%
Cc1cc2n(n1)C(c1cn(-c3ccccc3)nc1C)Nc1c(C)cccc1-2 (configuration not stated)	-0.8%	-18.2%	-0.5%	0.8%	i	-5.2%	-23.0%	-3.1%	-0.9%	Dengue-2 NS5 capping pilot replicate=-2.4
O=C(Cn1cnc2ccccc21)NCCCN1CCOCC1	-1.6%	9.1%	0.3%	0.7%	i	4.9%	nt	-4.2%	nt
Cc1ccc2c(c1)C(CCN)C(=O)N2Cc1ccccc1 (configuration not stated)	-3.9%	-16.7%	-0.9%	-0.1%	i	8.1%	23.4%	-1.7%	-9.0%
O=C(O)CCNC(=S)Nc1cccc(F)c1	-5.2%	-1.9%	-0.8%	0.2%	i	18.2%	18.4%	-3.9%	-0.1%
CC(C)CN(CC(C)C)C(=O)Nc1ccc(F)cc1F	25.3%	-6.3%	-0.7%	0.5%	i	-5.6%	-0.6%	-1.5%	3.6%
O=C(COc1ccccc1O)c1cccs1	-2.9%	-0.5%	-2.1%	-0.2%	?	2.4%	0.4%	-7.5%	-3.6%
Cc1[nH]c2ccccc2c1CCN(Cc1cccnc1)C(=S)Nc1ccc(F)cc1	-12.5%	-20.5%	-2.6%	-1.0%	i	-2.5%	-15.1%	-1.4%	-0.6%
COc1ccc(C(=O)NC(=S)N2CCC(C)CC2)cc1	-35.6%	13.6%	-1.1%	0.0%	i	0.9%	15.5%	-0.8%	-5.7%
CCCn1nc(C(=O)OCC(=O)NC(C)c2ccccc2)c2ccccc2c1=O (configuration not stated)	3.4%	-41.4%	0.0%	-0.5%	i	-5.4%	-7.2%	-0.8%	0.7%
CCOCCCNS(=O)(=O)c1ccc2c(c1)OCCO2	1.4%	-10.4%	-1.9%	0.1%	i	8.1%	14.2%	-7.2%	-1.9%
O=C(NCCc1cnc[nH]1)c1ccc(-c2ccccc2)cc1	11.4%	-11.2%	-0.2%	-0.1%	nt	-0.8%	-0.1%	-5.9%	-6.3%
O=C(CSc1nnc(-c2ccc3c(c2)OCCO3)o1)NC1CCCCC1	0.3%	-10.5%	1.1%	0.2%	i	-15.2%	-34.1%	nt	-4.1%
CC(=O)N/N=C(\C)c1cccc(C(F)(F)F)c1	-0.8%	-16.5%	-1.9%	0.5%	i	18.0%	-5.0%	-3.0%	-3.7%
COc1ccc(NC(=O)CSc2nnc(-c3cccnc3)n2Cc2ccco2)c(OC)c1	-1.6%	-5.4%	-1.0%	-0.1%	i	9.6%	-17.8%	2.7%	-6.7%
Cc1ccc2nc(C)c(C(=O)NN=C3CCN(C)CC3)n2c1	1.7%	-13.4%	-0.6%	-0.8%	i	11.4%	-46.0%[20 µM]	3.0%	-2.8%
CCOCCCNC(=O)C(c1ccc(OC)cc1)N(Cc1cccs1)C(=O)CNC(C)=O (configuration not stated)	-1.7%	6.1%	-2.6%	0.6%	i	6.5%	-30.5%	-4.5%	-1.3%
O=C(CSc1nc2ccccc2c(=O)n1NC(=O)Cc1ccccc1)NCc1ccccc1Cl	3.3%	-4.1%	1.4%	-0.5%	i	-6.7%	-27.7%	-10.0%	2.5%

New compounds follow.
SMILES	AID2073	NOD1 NF-kB reporter	HIV peptide binding	West Nile antiviral	Yfh1-depleted yeast	NOD2 inhibition	KOR beta-arrestin-1	Dengue-2 NS5 capping	KOR beta-arrestin-2	others
CN1CC=C2C(C#N)=C(N)C(C#N)(C#N)C(Cc3ccccc3)C2C1 (configuration not stated)	1.4%	-19.9%	52.9%*	0.7%	i	3.1%	-9.2%	?	-2.6%
CC(=O)Oc1ccc(C(=O)Nc2cccc(C(=O)c3cccc(NC(=O)c4ccc(OC(C)=O)cc4)c3)c2)cc1	44.0%	1.5%	12.7%	0.7%	i	25.3%	-18.7%	4.4%	4.4%
CCOc1cc(OCC)nc(S(C)(=O)=O)n1	21.5%	-10.7%	-0.7%	-0.8%	i	23.4%	-0.3%	-5.1%	0.1%
COc1ccc(C(C)(C)C)cc1NC(=O)Cn1cnnn1	8.5%	-23.2%	-0.7%	0.5%	i	17.3%	30.4%	-11.1%	-2.6%
O=C1NN(c2ccccc2)C(=O)/C1=C\c1ccccc1	18.9%	28.3%	9.7%	-0.1%	nt	1.0%	-44.1%	8.9%	4.2%
CCOC(=O)C1=C(C)N(CCCCCC(=O)O)C(=O)NC1c1ccccc1OC(=O)c1cccs1 (configuration not stated)	-0.6%	-17.1%	4.1%	0.0%	i	11.3%	5.4%	nt	-0.8%
COc1ccc(NC(=O)Cn2ncn3nc(-c4ccc(OC)cc4)cc3c2=O)cc1	37.6%	-72.0%	2.9%	?	nt	-7.7%	-17.2%	1.8%	3.1%
Cc1ccc2c(c1)nnn2C1CCN(S(=O)(=O)c2ccc(C(=O)N3CC(C)CC(C)C3)cc2)CC1 (configuration not stated)	2.5%	24.2%	-2.8%	-1.0%	i	24.6%	10.3%	-0.8%	-5.3%
CCn1c(C)nc2cc(C(=O)N/N=C/c3cccc(O)c3O)ccc21	-13.8%	-2.7%	4.4%	-0.5%	i	21.9%	6.0%	-0.8%	-5.0%
O=C(COC(=O)C1CCN(/C=C/C(=O)C(F)(F)F)CC1)Nc1ccccc1	6.7%	-28.7%	4.1%	-0.3%	i	-1.3%	-12.2%	-2.9%	-3.5%
CCCn1c(SCC(=O)Nc2cccc(C(=O)OCC)c2)nnc1-c1ccoc1C	-1.0%	-6.5%	-0.1%	0.2%	i	10.7%	-16.1%	-5.1%	-0.8%
CC(=O)Nc1ccc(N2N=C(C)C(N=Nc3ccccc3)C2=O)cc1 (configuration not stated)	-2.9%	-26.6%	-3.6%	-0.9%	i	7.1%	26.9%	0.0%	3.9%
COc1ccc(C(=O)N/N=C/c2cccnc2)cc1	11.6%	-1.8%	-2.0%	0.5%	nt	8.7%	5.7%	-4.5%	9.5%
Cc1ccc(C(=O)Nc2ccccc2Oc2ccccc2)o1	-4.6%	-23.3%	1.5%	-0.1%	nt	-3.4%	-15.3%	1.9%	4.5%
COc1cc(/C=C2/SC(=S)N(CC(=O)O)C2=O)ccc1OC(=O)c1ccco1	-7.3%	-46.1%	9.5%	-0.1%	nt	16.6%	9.1%	-8.2%	-4.4%
COc1c(C)cc(C(=O)C2CCCN(C(=O)c3cc4nc(C)cc(C)n4n3)C2)cc1C (configuration not stated)	5.3%	-5.8%	-1.0%	-0.8%	i	14.7%	-28.8%	0.8%	-1.2%
CC1CC(C)CN(CC(O)COc2ccc3c(c2)CCC3)C1 (configuration not stated)	-1.6%	-11.3%	-0.7%	-0.4%	i	5.4%	nt	2.2%	-1.1%
CCCCNc1nc(-c2ccccc2)cc(C(F)(F)F)c1C(N)=O	15.5%	-9.1%	1.6%	-1.1%	i	21.1%	4.6%	-4.2%	-6.2%
Cc1cccc(NS(=O)(=O)c2ccc(C)c(C(=O)OCC(=O)Nc3cc(C)on3)c2)c1	-2.5%	-16.7%	0.2%	-0.4%	i	-33.4%	20.2%	-6.5%	6.4%
COc1ccc(C2NC(=O)C(C)S2)cc1 (configuration not stated)	5.3%	-8.4%	-1.8%	0.1%	i	1.6%	-32.8%	0.7%	1.0%
Cc1ccc(NC(=S)N(N)CCO)cc1	-18.1%	12.9%	-3.0%	0.3%	i	-2.6%	-10.1%	2.3%	2.8%
CCOC(=O)c1sc(NC(=O)C2CCCO2)c(C(=O)OCC)c1C (configuration not stated)	7.9%	-8.5%	5.4%	nt	nt	-9.2%	-24.6%	nt	-6.2%
CCC(=O)Nc1cccc(NC(=O)c2ccccc2Br)c1	4.1%	-10.3%	-0.3%	-0.5%	i	20.1%	4.1%	-1.8%	-9.8%
CCOC(=O)c1c(S(=O)(=O)N2CCCC(C(=O)Nc3ccc(C)cn3)C2)c(C)n(C)c1C (configuration not stated)	4.9%	-13.0%	-1.0%	-0.3%	nt	12.7%	-26.3%	-5.3%	-0.6%
CCOC(=O)C1CCCN(C(=O)C2CCN(S(=O)(=O)N3CCC4(CC3)OCCO4)CC2)C1 (configuration not stated)	-3.4%	7.5%	-0.4%	0.4%	i	-1.3%	-7.9%	-0.7%	1.2%
CN(C)NC(=S)Nc1ccc(S(=O)(=O)N2CCCCC2)cc1	-3.8%	-6.4%	-0.7%	0.5%	i	9.6%	7.5%	2.3%	-2.7%
COc1ccc(Cn2ccnc2SCC(=O)Nc2ccccc2F)cc1	4.2%	2.9%	-1.5%	-0.6%	nt	11.2%	-11.0%	9.8%	9.3%
O=C(NNC(=O)c1ccccc1Br)c1ccc(Cl)c(Cl)c1	29.2%	23.7%	0.2%	-0.2%	i	1.4%	-17.2%	-3.9%	7.3%

Looked up by structure from the list above, four records:
SMILES	AID2073	NOD1 NF-kB reporter	HIV peptide binding	West Nile antiviral	Yfh1-depleted yeast	NOD2 inhibition	KOR beta-arrestin-1	Dengue-2 NS5 capping	KOR beta-arrestin-2	others
CC(C)CN(CC(C)C)C(=O)Nc1ccc(F)cc1F	25.3%	-6.3%	-0.7%	0.5%	i	-5.6%	-0.6%	-1.5%	3.6%
CN(C)NC(=S)Nc1ccc(S(=O)(=O)N2CCCCC2)cc1	-3.8%	-6.4%	-0.7%	0.5%	i	9.6%	7.5%	2.3%	-2.7%
O=C(O)CCNC(=S)Nc1cccc(F)c1	-5.2%	-1.9%	-0.8%	0.2%	i	18.2%	18.4%	-3.9%	-0.1%
O=C(NCCc1cnc[nH]1)c1ccc(-c2ccccc2)cc1	11.4%	-11.2%	-0.2%	-0.1%	nt	-0.8%	-0.1%	-5.9%	-6.3%

This is a subset, so the mix of outcomes need not match the whole.
